Assay outcomes deposited in PubChem by National Center for Advancing Translational Sciences (NCATS).
Mito fusion act = qHTS Assay for Small Molecule Inhibitors of Mitochondrial Division or Activators of Mitochondrial Fusion; S. cerevisiae fusion-defective mutant growth rescue, CellTiterGlo 48 h; Potency, µM (titrated, usually from 46.1 µM), without a hit: at the top dose growth rescue (activation), usual class: activators; hit rate 0.23% among 320,000; AID 485298, 2010;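 note: potency is the fitted concentration of half-maximal effect; % of control where 0% means no effect; nearly all actives have a fitted effect of over 45% in size; temperature-sensitive fusion mutants such as fzo1-1 at 37 °C on non-fermentable ethanol glycerol medium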
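Temperature-sensitive fusion-defective S. cerevisiae (e.g. fzo1-1, mgm1-5) were grown with compound in YPEG medium (3% ethanol, 3% glycerol) for 48 hours at 37C. Growth rescue was measured as viability by CellTiterGlo luminescence after 10 minutes at ambient.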
TCR act = Activators of T cell receptors: qHTS campaign | AID 504894, 2011 | Potency, µM (highest dose often 9.22 µM), for the others: at the highest dose activation of IL-2 secretion, usual class: activators | primary human leukocytes, anti-CD3, IL-2 HTRF, 48 h | 330,000 tested, under 10 active; note: % of control where 0% means no effect
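Compounds are tested in HTS on primary human leukocytes co-incubated with a-CD3 beads for 48 hr. IL-2 output is measured by time-resolved FRET.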
ELG1 repair inh = qHTS screen for small molecules that inhibit ELG1-dependent DNA repair in human embryonic kidney (HEK293T) cells expressing luciferase-tagged ELG1; Potency, µM (doses to about 46.1 µM), without a hit: top-dose activity change, negative = inhibition, most hits filed as inhibitors; HEK293T ELG1-luciferase reporter, luminescence, 16 h; DNA damage induced by 5-fluorouridine; hit rate 2.3% among 330,000; note: potency is the fitted concentration of half-maximal effect; % is set by controls: 0 for no effect and ±100 for the full control effect; nearly all actives have a fitted effect of over 55% in size
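5-Fluorouridine DNA damage + compound/DMSO, 2,000 cells/well, 16 h, 37 °C/5% CO2. ONE-Glo, 30 min RT, luminescence. Readout = decrease in reporter signal.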
KCNH2 3.1 inh = qHTS for Inhibitors of KCHN2 3.1: Mutant qHTS; U2OS KCNH2 3.1, thallium flux FluxOr; stronger effect = lower value; activity change, % (tested at about 1.8 µM); hit rate 0.95% among 340,000; AID 720553, 2013;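 active = maximum activity change below -70%; inconclusive = maximum activity change from -70% to -50%; inactive = maximum activity change above -50%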;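 note: thallium influx rate constant from kinetic fluorescence after stimulation buffer; % is set by controls: 0 for no effect and ±100 for the full control effect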
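We transduce U2OS cells with the mutant 3.1 virus, culture them overnight, load FluxOr with Red40 quencher for 45 min, then add stimulation buffer and read kinetically for 2 min to derive a normalized rate constant.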
TRPV1 ag = HTS Assay for Compounds that Act as Agonists of the Vanilloid Receptor 1; AID 540275, 2011; TRPV1-expressing cells, Fluo-8 calcium influx, agonist mode; hit rate 0.19% among 320,000; Transient receptor potential cation channel subfamily V member 1 (Homo sapiens), Q8NER1; activation, % at 8.33 µM; in the data active = activation above about 80%; inconclusive = between about 30% and that limit; note: 0% is about no effect
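Fluo-8 calcium influx in TRPV1-expressing cells, kinetic read (ex 480/em 520 nm). Compound added and read 3 min for agonist activity, followed by capsaicin at EC20 final and 2 min further read for enhancement.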
KCNH2 WT inh = qHTS for Inhibitors of KCHN2 3.1: Wildtype qHTS. Voltage-gated inwardly rectifying potassium channel KCNH2 (Homo sapiens), Q12809. U2OS, BacMam KCNH2, thallium flux FluxOr; stronger effect = lower value. activity change, % at 1.84 µM. AID 720551, 2013. hit rate 0.37% among 340,000;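 active = maximum activity change below -70%; inconclusive = maximum activity change between -70% and -50%; inactive = maximum activity change above -50%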; note: % is set by controls: 0 for no effect and ±100 for the full control effect
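U2OS cells transduced with wild-type KCNH2 virus are loaded with FluxOr dye for 45 min, and thallium flux is measured in kinetic reads before and after stimulation buffer. Rate constants are normalized to DMSO controls.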
TSHR antag = Antagonists of the Thyroid Stimulating Hormone Receptor: HTS campaign. Thyrotropin receptor (Homo sapiens), P16473. TSHR-expressing cells, TSH-stimulated cAMP HTRF, 2 h; stronger effect = lower value. activity change, negative = inhibition, % at 11.5 µM. hit rate 0.2% among 330,000. AID 504810, 2011;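 active = activity change below a set negative limit, meaning inhibition stronger than a set level, cut at about -70% in these data; inconclusive = activity change between two set negative limits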; note: % is set by controls: 0 for no effect and ±100 for the full control effect
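Read-out is FRET at 665 nm (cryptate excitation 337 nm) from a cryptate-tagged anti-cAMP antibody, competed by cell cAMP against cAMP-d2. Compounds are tested on freshly harvested TSHR cells challenged with 4nM TSH (EC80) for 2 hours at 37 deg C.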
Eya2 phos inh = qHTS Assay for Inhibitors of the Phosphatase Activity of Eya2; hit rate 0.006% among 330,000; Potency, µM (titrated, usually from 76.9 µM), for inactives: top-dose activity, negative = inhibition, usual class: inhibitors; Protein phosphatase EYA2 (Homo sapiens), O00167; recombinant Eya2, OMFP fluorescence dephosphorylation (OMFP is methylfluorescein phosphate); AID 488837, 2010; note: potency is the fitted concentration of half-maximal effect; % is set by controls: 0 for no effect and ±100 for the full control effect
Target sequence (O00167 whole entry, looked up): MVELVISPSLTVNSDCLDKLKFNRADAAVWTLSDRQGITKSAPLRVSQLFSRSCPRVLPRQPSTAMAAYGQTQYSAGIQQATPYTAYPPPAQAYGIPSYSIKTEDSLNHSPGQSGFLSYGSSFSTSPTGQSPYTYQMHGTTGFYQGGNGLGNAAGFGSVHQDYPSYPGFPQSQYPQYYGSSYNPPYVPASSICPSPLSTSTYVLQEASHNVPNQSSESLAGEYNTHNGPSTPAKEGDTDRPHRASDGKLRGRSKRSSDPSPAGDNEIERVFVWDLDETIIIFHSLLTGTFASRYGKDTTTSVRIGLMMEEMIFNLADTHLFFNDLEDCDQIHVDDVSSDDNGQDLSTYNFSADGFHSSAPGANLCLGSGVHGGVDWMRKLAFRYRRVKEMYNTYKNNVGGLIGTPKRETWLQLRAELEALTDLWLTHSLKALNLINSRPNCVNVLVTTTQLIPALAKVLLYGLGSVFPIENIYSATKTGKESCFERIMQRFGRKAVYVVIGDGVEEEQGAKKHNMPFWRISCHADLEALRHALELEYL
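Eya2 protein (added as 0.2 uM solution) was preincubated with compound for 10 min at ambient temperature in 50 mM HEPES pH 7.5, 50 mM NaCl, 5 uM MgCl2, 0.05% BSA, 1 mM DTT. OMFP (added at 50 uM) then reacted 10 min; fluorescence read at 485/525 nm.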
USP2a block = qHTS Assay for Inhibitors of Ubiquitin-specific Protease USP2a Using CHOP2 as the Reporter | Ubiquitin carboxyl-terminal hydrolase 2 (Homo sapiens), O75604 | USP2 core, Ub-CHOP2 coupled fluorogenic reporter, 485/531 | Potency, µM (highest dose often 38.3 µM), for the others: at the highest dose activity change, negative = inhibition, most hits filed as inhibitors | hit rate 0.01% among 330,000 | AID 463254, 2010;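 note: potency is the fitted concentration of half-maximal effect; plate controls were DMSO wells for no effect and full inhibition by NEM control for full effect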
Target sequence (O75604 whole entry, looked up): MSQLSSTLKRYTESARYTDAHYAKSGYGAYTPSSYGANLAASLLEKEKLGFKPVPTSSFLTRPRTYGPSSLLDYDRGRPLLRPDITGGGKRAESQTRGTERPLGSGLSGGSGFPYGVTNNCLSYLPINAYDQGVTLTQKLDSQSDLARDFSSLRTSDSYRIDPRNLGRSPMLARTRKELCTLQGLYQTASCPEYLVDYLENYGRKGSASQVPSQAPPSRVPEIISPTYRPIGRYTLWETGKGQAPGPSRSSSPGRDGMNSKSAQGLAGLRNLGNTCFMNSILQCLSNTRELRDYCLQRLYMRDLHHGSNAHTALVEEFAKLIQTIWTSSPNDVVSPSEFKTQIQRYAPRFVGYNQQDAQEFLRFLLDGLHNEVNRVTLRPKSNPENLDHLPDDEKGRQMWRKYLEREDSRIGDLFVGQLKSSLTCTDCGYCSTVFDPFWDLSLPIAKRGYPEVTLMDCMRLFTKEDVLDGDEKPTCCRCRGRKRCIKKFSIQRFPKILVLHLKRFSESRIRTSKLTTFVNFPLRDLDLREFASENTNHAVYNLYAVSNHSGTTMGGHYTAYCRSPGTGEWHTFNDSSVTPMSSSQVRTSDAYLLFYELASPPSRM
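Cell-free coupled assay: 10nM USP2 core preincubated 30min RT with compound in Tris-HCl pH 8.0/CaCl2/CHAPS buffer, then 25nM Ub-CHOP2 and 25nM reporter substrate; fluorescence (Ex 485/Em 531) read after 60min RT, normalized to NEM inhibition, concentration-response curves fitted.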
AT treatment = qHTS Assay for Identifying a Potential Treatment of Ataxia-Telangiectasia; […] A-T fibroblasts, KAP-1 phosphorylation AlphaLISA; neocarzinostatin DNA damage 30 min before lysis; Potency, µM (top dose mostly 57.5 µM), inactives show top-dose activation, hits mostly activators; hit rate 0.19% among 320,000; AID 485349, 2010; note: potency is the fitted concentration of half-maximal effect; % of control where 0% means no effect; nearly all actives have a fitted effect of over 45% in size
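hTERT-immortalized A-T patient fibroblasts ([…]), 500 cells/well in OPTI-MEM, 1% FBS, got compounds for 60 min, then NCS for 30 min at 37C. Lysates were then assayed for phospho-KAP-1 by AlphaLISA (anti-pKAP1 donor, anti-KAP1 acceptor beads), 6 hr at 25C.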
* = called active by the depositor; u = inconclusive; x = not tested or not shown; [ ] = dose if it differs, or a comment. Unless noted, calls come from the whole dose curve; as a rule, active = well fitted curve in the direction sought with a large enough effect; inconclusive = small, poorly fitted or top-dose-only effect, or another doubt; inactive = no such curve, though single readings can be large; an effect the other way counts as inactive or inconclusive. Not all compounds are listed. The share of hits here may be higher or lower than overall.

SMILES	Mito fusion act	TCR act	ELG1 repair inh	KCNH2 3.1 inh	TRPV1 ag	KCNH2 WT inh	TSHR antag	Eya2 phos inh	USP2a block	AT treatment
CN(CCc1ccccc1)C(=O)c1cccc(NC(=O)Cc2cccc([N+](=O)[O-])c2)c1	x	-1%	23µM*	x	x	x	-7	-26%	1%	6%
Cc1ccc(NC(=O)CNCc2ccccc2Cl)cc1S(=O)(=O)N(C)C	8%	-1%	4%	-1	-1	-9	3	3%	-7%	0%
C#CCN(CC=C)C(=O)c1cccc(OC2CCN(S(C)(=O)=O)CC2)c1	1%	-4%	-9%	-3	-1	-9	-10	-13%	1%	-2%
O=C(CCNC(=O)c1ccc([N+](=O)[O-])cc1)NCCc1ccccc1	0%	-9%	-1%	-13	-2	11	6	8%	-1%	12%
O=C(NCCc1ccc(Cl)cc1)C1(c2ccccc2)CC1	-2%	-7%	2%	-2	u	-1	3	4%	-2%	-3%
CC1CCN(C(=O)CN(c2ccccc2)S(=O)(=O)N(C)C)CC1	2%	4%	7%	0	2	-8	7	17%	2%	5%
Cc1cc(NC(=O)c2cc3n(n2)C(C(F)(F)F)CC(c2ccco2)N3)n(-c2ccccc2)n1 (centres undefined)	13%	3%	u	12	3	-7	-12	-41%	-6%	-5%
Cc1ccc(S(=O)(=O)N2CCC(C)CC2)cc1C(=O)NCCN1CCOCC1	-1%	-2%	-14%	21	2	7	3	-10%	0%	-4%
CC(C)(C)NC(=O)CN(Cc1ccc2c(c1)OCO2)C(=O)CNS(=O)(=O)c1ccc(F)cc1	-1%	1%	18%	16	10	-14	7	-2%	0%	-10%
C/C(=N/NC(=O)c1cc2ccccc2cc1O)c1ccco1	-5%	-2%	u	-4	-7	4	-2	-2%	u	11%
CN(C(=O)CSc1nnc(-c2cccnc2)o1)C1CCCCC1	0%	0%	15%	-16	1	-3	-3	16%	0%	0%
CC(=O)Nc1ccccc1OCC(=O)N(Cc1ccccc1)C(C)C	4%	1%[46.1 µM]	u	14	2	-1	-12	-1%	-2%	-2%
O=C(c1cc2c(s1)-c1ccccc1S(=O)(=O)C2)N1CCN(Cc2ccccc2)CC1	-1%	3%	13µM*	-22	1	-1	-26	-8%	-2%	0%
C=CCn1c(SCC(=O)Nc2cccc(S(N)(=O)=O)c2)nnc1C1CCCCC1	-3%	1%	-5%	-25	-2	0	-13	13%	3%	0%
Cc1cc2cc(CN(Cc3cccs3)C(c3nnnn3C(C)(C)C)C(C)C)c3nnnn3c2cc1C (centres undefined)	-1%	-1%[46.1 µM]	9%	-3	8	31	3	-25%	-5%	-5%
Cc1cc(C)cc(NC(=O)Cn2cc3c(n2)CCCCC3)c1	3%	x	-18%	x	2	x	-12	-17%	1%	-8%
C=CC[n+]1c(C)csc1Nc1ccc(C(=O)O)cc1	11%	2%	-2%	-79*	-3	x	7	-7%	2%	-4%
Cc1ccc(NC(=O)CN(C)S(=O)(=O)c2cccc3cccnc23)cc1	2%	0%	-16%	14	-3	1	0	10%	-2%	2%
CCCC(=O)Nc1cc(C)c(NC(=O)C23CC4CC(CC(C4)C2)C3)cn1	0%	-5%	1%	-3	-4	-1	12	-4%	2%	6%
Cc1cccc(C(=O)NCC(=O)Nc2ccc(S(=O)(=O)Nc3nc(C)cc(C)n3)cc2)c1	-5%	-2%	7%	11	0	-1	7	1%	-2%	3%
O=C(CC1SC(=O)N(c2ccccc2)C1=O)Nc1ccc(Cl)cc1 (centres undefined)	0%	0%	7%	-3	0	-1	0	5%	0%	-4%
COC(=O)c1ccc(C(=O)N2CCCC(CNC(=O)c3ccccc3Cl)C2)cc1 (centres undefined)	-5%	10%	24%	10	2	-5	2	-3%	-1%	4%[11.5 µM]
CCOc1ccc(S(=O)(=O)NCCC(=O)NCCc2ccc(C(C)C)cc2)cc1	4%	-7%	u	-4	-1	-6	10	10%	-1%	-9%
Cc1nc2sc3c(c2c(=N)n1N)CC(C)(C)OC3	2%	2%	-3%	-27	-6	-1	-6	-2%	1%	-1%
COc1cc2c(c(OC)c1O)C(=O)CO2	22%	1%	-2%	0	-1	14	7	6%	4%	-10%
CN(C)C(=O)COC(=O)c1cccc(S(=O)(=O)N2CC3(C)CC2CC(C)(C)C3)c1 (centres undefined)	7%	-5%	1%	8	18	-2	3	-3%	1%	7%
COc1ccc(F)cc1C(=O)C1CCCN(Cc2ccc(Oc3ncccn3)cc2)C1 (centres undefined)	-5%	3%	-16%	-11	13	2	-6	-7%	-3%	4%
Cc1cc(NC(=O)C(C)Oc2ccc(Cl)cc2Cl)n(-c2ccccc2)n1 (centres undefined)	23%	2%	u	3	15	2	-20	-30%	-2%	x
O=S(=O)(NC1CCCCC1)c1ccc(Br)s1	2%	0%	5%	-13	17	-2	4	-2%	0%	-8%
O=C(O)/C=C\C(=O)NC1CCCCC1	3%	1%[46.1 µM]	6%	9	-6	-4	22	-9%	2%	-1%
Cc1cc2cc(CNC(=O)c3ccc4c(c3)OCO4)ccc2[nH]1	-5%	-16%	u	-3	-1	8	3	3%	-2%	2%
N#C/C(=C(/O)c1cccs1)c1nnc2n1CCCCC2	1%	-7%	7%	0	-1	-3	15	-7%	-4%	2%
CC(=O)OC[C@H]1O[C@@H](O/N=C/[C@@H](C)[C@H](OCc2ccccc2)C(C)C)[C@H](OC(C)=O)[C@@H](OC(C)=O)[C@@H]1OC(C)=O	-5%	x	u	x	1	x	3	-7%	-2%	-13%
CCSc1nc2c(c(=O)[nH]1)C(c1ccccn1)C1=C(CC(C)(C)CC1=O)N2 (centres undefined)	4%	9%	11%	-15	1	2	27	-14%	2%	-2%
O=C(CN1C(=O)CCS(=O)(=O)c2ccccc21)Nc1ccc2c(c1)OCCO2	-1%	0%	1%	-9	0	-11	-3	9%	1%	3%
CC(=O)c1ccc2c(ccc3ccccc32)c1	3%	2%	u	0	-5	-11	-7	1%	12%	10%
Cn1c(=O)c(=O)n(C)c2cc(S(=O)(=O)CCC(=O)N3CCOCC3)ccc21	-2%	1%	3%	-19	-4	6	14	-7%	-1%	18%
CC(Oc1ccc(F)cc1)C(=O)Nc1cc(S(=O)(=O)N2CCOCC2)ccc1N1CCCCC1 (centres undefined)	u	-4%	-15%	-39	8	-1	-5	-8%	0%	2%
S=C1NC[C@H](Cc2ccccc2)N1CCCCC1CCCCC1	-5%	0%	0%	0	6	2	-25	-7%	-1%	-10%
O=C(O)c1ccc(OC(F)(F)C(F)C(F)(F)F)cc1 (centres undefined)	8%	-8%	-7%	17	-1	-5	-2	2%	0%	5%

Brought forward from above: 2 entries, then new ones.
SMILES	Mito fusion act	TCR act	ELG1 repair inh	KCNH2 3.1 inh	TRPV1 ag	KCNH2 WT inh	TSHR antag	Eya2 phos inh	USP2a block	AT treatment
S=C1NC[C@H](Cc2ccccc2)N1CCCCC1CCCCC1	-5%	0%	0%	0	6	2	-25	-7%	-1%	-10%
O=C(O)c1ccc(OC(F)(F)C(F)C(F)(F)F)cc1 (centres undefined)	8%	-8%	-7%	17	-1	-5	-2	2%	0%	5%
CC(CNC(=O)C1CCCCC1C(=O)O)c1ccccc1 (centres undefined)	-3%	-54%	7%	3	-2	-4	3	5%	4%	1%
Cc1cccc(NC(=O)CSCC(=O)N2CCN(c3cccc(C(F)(F)F)c3)CC2)c1	14%	-3%	13%	-46	9	1	-28	-8%	-3%	4%
CC(=O)C1=C(C)OC(N)=C(C#N)C1c1cc2cccc(C)c2nc1Cl (centres undefined)	-8%	2%	1%	4	-4	5	8	-3%	1%	0%
Cc1nn(-c2ccccc2)c(C)c1C(=O)OCC(=O)Nc1ccc2c(c1)OCO2	0%	-5%	u	-7	u	-3	-5	0%	-3%	6%
CCN(Cc1ccc2c(c1)OCCO2)C(=O)CSc1nc(C)nc2sc(C)c(C)c12	9%	9%	13µM*	-7	30	6	-42	-19%	-6%	-2%
O=C(NC(NC(=O)c1ccccc1)c1cccc([N+](=O)[O-])c1)c1ccccc1	1%	0%[46.1 µM]	u	-15	0	-2	1	2%	0%	11%
CCOc1ccc(CCNC(=O)CCN2C(=O)COc3ccccc32)cc1OCC	-2%	7%	-20%	6	6	-2	-8	-5%	0%	6%
